PfHsp90 set2: inhibits growth of yeast expressing Plasmodium falciparum Hsp90 | inhibition, % at 9.4 µM | hit rate 0.32% among 310,000 | S. cerevisiae expressing PfHsp90, BacTiter-Glo ATP, 48 h; yeast lacking PDR1 and PDR3 efflux regulators;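 active = every replicate shows inhibition above about 80%, whatever the replicate mean, limit read from the data; inconclusive = mean inhibition reaches the set limit but some replicate falls short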;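 also: 0% = DMSO neutral controls and 100% = 20 µM radicicol positive controls; yeast relying on Plasmodium falciparum Hsp90 in place of its own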
OPRM1-OPRD1 inv: inverse agonists of human mu-delta opioid receptor heterodimerization; P35372+P41143; cell-based MOR-DOR heterodimer luminescence, inverse agonism; inhibition, % at 9.3 µM; hit rate 0.21% among 340,000; AID 504357; in the data active = inhibition above about 22%, passing the limit was not always enough;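 also: 0% = cells with DMSO and 100% = wells without cells with DMSO; values of inactives mirror those of a sister screen read the other way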
HTR5A inv ctr: inverse agonist of human HTR5A in OPRM1-OPRD1 counter-screen. P47898. HTR5A cell line, luminescence, inverse agonism. inhibition, % at 9.3 µM. hit rate 0.083% among 340,000. AID 504634; in the data active = inhibition mostly above about 23%, no sharp cut-off; inactive = mostly below about 18%;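 also: 0% = cells with DMSO and 100% = no-cell wells with DMSO; some compounds called inactive have numbers as strong as hits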
Target sequence (P47898 whole entry, looked up): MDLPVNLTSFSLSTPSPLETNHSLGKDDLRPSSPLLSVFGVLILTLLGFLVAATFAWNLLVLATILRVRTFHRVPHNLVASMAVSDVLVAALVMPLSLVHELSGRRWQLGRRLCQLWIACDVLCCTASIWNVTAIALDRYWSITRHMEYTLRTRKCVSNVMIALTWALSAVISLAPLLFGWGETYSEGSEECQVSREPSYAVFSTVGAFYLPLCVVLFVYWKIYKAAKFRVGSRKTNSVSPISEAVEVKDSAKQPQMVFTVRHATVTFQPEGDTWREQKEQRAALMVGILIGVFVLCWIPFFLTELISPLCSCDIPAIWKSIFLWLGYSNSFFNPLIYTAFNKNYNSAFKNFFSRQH
MOR-DOR ag: agonists of human mu-delta opioid receptor heterodimerization | P35372+P41143 | cells, OPRM1-OPRD1 heterodimerization, luminescence | activation, % at 9.3 µM | hit rate 0.3% among 340,000; in the data active = activation above about 18%;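 also: 0% = vehicle-treated cells and 100% = reference agonist; values of inactives mirror those of a sister screen read the other way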
Mot1-301 SUMO: SUMOylation pathway inhibition by Mot1-301 growth rescue. S. cerevisiae Mot1-301 growth rescue, ATP luminescence, 38.5C; percent above DMSO median, 100 means doubled. growth rescue, % at 18.8 µM. hit rate 1% among 320,000. AID 2716;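 active = every valid replicate shows activation above 250% relative to neutral control wells; inactive = the rest, any valid replicate at or below 250%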;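 also: OY570 slx delta 5 strain wells were the positive control but not used for scaling; some compounds called inactive have numbers as strong as hits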
Tat transport: E. coli Tat transport inhibition | E. coli MC4100 TorA-mCherry Tat export, fluorescence | hit rate 0.036% among 340,000 | inhibition, % at 10 µM;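 active = mean replicate inhibition at least 50% and at least half of replicates individually reaching 50%; inconclusive = only one of the two criteria met; inactive = neither criterion met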;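 also: exported cargo escapes ClpAP degradation while cytoplasmic cargo is degraded and loses fluorescence; 0% = median of neutral control wells and 100% = median of NaSCN control wells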
PKA-R2B act: activators of human PKA-R2B complex. P22694+P31323. PKA-R2B holoenzyme dissociation, Cy5-IP20 fluorescence polarization; R2B truncated from residue 108, S112A mutant; 0% DMSO only, 100% 113 µM cGMP. activation, % at 11.4 µM. hit rate 0.079% among 340,000;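 active = activation above a cutoff set at the mean over all compounds plus 3 SD, cut at about 18% in these data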;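 also: higher means more holoenzyme dissociation and a rise in polarization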
Target sequence (P31323 whole entry, looked up, other chains not shown, the tested form may be a part): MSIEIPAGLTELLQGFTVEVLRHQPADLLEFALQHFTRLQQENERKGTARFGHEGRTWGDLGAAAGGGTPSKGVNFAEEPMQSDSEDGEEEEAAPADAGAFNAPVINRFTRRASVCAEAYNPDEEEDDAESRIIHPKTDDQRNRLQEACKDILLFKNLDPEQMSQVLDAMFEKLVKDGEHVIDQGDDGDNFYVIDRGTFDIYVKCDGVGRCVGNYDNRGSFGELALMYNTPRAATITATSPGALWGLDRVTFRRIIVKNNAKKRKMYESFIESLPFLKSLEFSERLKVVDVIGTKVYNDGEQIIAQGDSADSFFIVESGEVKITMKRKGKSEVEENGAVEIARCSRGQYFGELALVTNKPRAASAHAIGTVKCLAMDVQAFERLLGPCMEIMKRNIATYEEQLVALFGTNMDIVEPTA
phage Ecoli inh: E. coli growth loss with phage present; growth absorbance; inhibition, % at 11.9 µM; hit rate 0.26% among 360,000; AID 651602; in the data active = inhibition above about 11%
AddAB inh: less growth of phage-infected E. coli with AddAB; E. coli expressing H. pylori AddAB, absorbance growth; inhibition, % at 11.9 µM; hit rate 0.29% among 330,000; AID 435030; in the data active = inhibition above about 12%;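 also: 0% = vehicle wells of infected cells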
Ecoli viability: counter-screen for AddAB inhibitors: E. coli growth inhibition; E. coli V3065 growth, OD600 absorbance, 18 h; inhibition, % at 11.9 µM; hit rate 0.27% among 330,000; AID 449728;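 active = inhibition above the campaign's mean inhibition across all tested compounds plus 3 SD, cut at about 9.9% in these data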;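 also: uninfected addAB+ strain grown without phage in ampicillin broth; 0% = DMSO wells and 100% = ciprofloxacin 0.95 µg/ml wells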
PKA-R1A activ: activators of PKA-R1A complex; activation, % at 11.4 µM; hit rate 0.083% among 340,000; PKA-R1A dissociation, Cy5-IP20 fluorescence polarization; scaled: DMSO 0%, 113 µM cGMP 100%; P00514+P68181; AID 504707;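 active = percent activation above the mean of all tested compounds plus 3 SD, cut at about 19% in these data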;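 also: higher means more PKAc released from R1A so a rise in polarization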
An asterisk follows results filed as active; ? = inconclusive; . = not tested or not shown.

SMILES	PfHsp90 set2	OPRM1-OPRD1 inv	HTR5A inv ctr	MOR-DOR ag	Mot1-301 SUMO	Tat transport	PKA-R2B act	phage Ecoli inh	AddAB inh	Ecoli viability	PKA-R1A activ
NC(=O)/C(=C\c1ccco1)NC(=O)c1ccc(Br)o1	15	3	-2	-0.5	1	13	4	3.9	0.6	-1.3	11
COCc1cc(C)nc(OCC(=O)N/N=C/c2ccc(-c3cc([N+](=O)[O-])ccc3Cl)o2)c1C#N	22	12	0	-2.0	313	-1	4	4.4	4.0	-3.2	3
O=C(N1CCCCC1)N1CCC(c2nc3ccccc3[nH]2)CC1	-2	13	7	-2.4	3	6	4	0.8	1.8	1.0	3
Cc1nn(-c2ccccc2)c2[nH]c(=O)c(CNCC3CCCO3)cc12 (stereo unspecified)	-11	10	-1	-1.6	-5	-3	-3	0.5	-0.7	-0.1	9
O=C(Nc1ccccc1)[C@@H]1[C@@H]2C(=O)N(c3ccc(F)cc3)C(=O)[C@@H]2[C@H]2C=CC=NN21	29	5	0	-0.9	-1	-5	-1	2.1	0.0	1.1	10
O=C(COc1ccc([N+](=O)[O-])cc1)Nc1cc(S(=O)(=O)N2CCCCC2)ccc1N1CCCCC1	-38	23	3	-4.7	41	64*	-14	4.0	0.3	-0.7	-19
CCOC(=O)Cn1nnnc1CN(CCc1ccccc1)Cc1cc2cc(CC)ccc2[nH]c1=O	.	-5	-9	1.0	-9	13	2	1.3	3.3	0.5	-5
CC(=O)c1cc(C#N)c(N2CCOCC2)nc1C	11	9	-22	-1.8	-17	4	7	1.4	0.8	-0.2	-2
CN(CC(CC(=O)O)c1ccccc1)S(=O)(=O)c1ccc(Br)cc1 (stereo unspecified)	3	-4	7	0.7	67	1	-2	1.2	4.1	-2.2	4
CCC(=O)Nc1ccc(Oc2ccc3c(c2)C(=O)N(c2ccc(O)cc2)C3=O)cc1	.	10	5	-2.1	5	15	-5	0.5	-0.8	-2.1	-4
Cc1cc(N2C(=O)CC(N3CCN(c4ccc(C(=O)c5cccs5)cc4)CC3)C2=O)no1 (stereo unspecified)	13	18	0	-4.2	13	-7	3	0.3	3.7	0.7	-10
O=C(NCC(c1cccs1)N1CCOCC1)c1cnc(Cl)c(Cl)c1 (stereo unspecified)	-5	11	4	-2.5	9	2	-5	1.6	0.7	1.1	-4
Nc1nc(Cl)cc(Sc2ccc(F)cc2)n1	.	0	5	0.1	-1	-6	2	2.0	-0.6	-0.5	5
CC(C)C[C@H]1CN=C(Nc2ccccc2)N1CC1CCC(C(C)(C)C)CC1 (stereo partly specified)	-1	-63	7	11	108	18	-4	.	2.1	0.9	3
COc1ccc(-c2cc(C(=O)NCC3CCCO3)c3cc(C)ccc3n2)cc1 (stereo unspecified)	21	12	-3	-2.4	40	5	-14	1.1	7.0	1.3	-1
O=C(Nc1ccccc1Oc1ccccc1)c1ccc(Br)o1	-25	-33	13	5.9	.	?	-11	0.5	-0.6	0.6	-20
CCOc1cc(NC(=O)c2cccs2)c(OCC)cc1NC(=O)CCC(=O)NCCN1CCOCC1	-19	8	-34	-1.6	388*	5	2	1.6	2.2	-2.1	5
COc1ccc(NC(=O)c2cc(-c3ccncc3)nc3ccccc23)c(OC)c1	21	-3	-4	0.7	-2	-6	-15	1.9	0.3	-3.9	10
O=C(Nc1nncs1)C1(c2ccccc2)CCCC1	-12	4	3	-0.7	-5	0	-9	1.3	0.9	-1.7	-3
CC(=O)c1cccc(NC(=O)C(C)OC(=O)CCn2c(C)csc2=O)c1 (stereo unspecified)	-3	1	-12	-0.2	36	-2	4	0.1	2.2	-1.8	2
Cc1ccc(Cl)cc1N1CCN(C(=O)c2cc3c(=O)[nH]c4ccccc4c3n2C)CC1	-8	3	-13	-0.5	-4	-2	3	1.5	0.3	-2.0	10
O=c1[nH]c2cc3c(cc2cc1C(c1nnnn1Cc1ccccc1)N1CCCCCC1)OCCO3 (stereo unspecified)	-4	-10	11	2.0	-2	-7	-11	2.0	4.1	-0.2	-3
CCN1C(=O)/C(=C\N2CCN(c3cccc(Cl)c3)CC2)SC1=S	-11	-8	3	1.4	-7	4	-2	2.6	2.4	1.4	9
COc1ccc(-c2sc3cc(OC)c(OC)cc3c2C#CCCO)cc1	-32	-1	-35	0.2	-10	-2	-4	-0.4	1.0	-1.8	7
Cc1ccc(S(=O)(=O)N2CCN(C(=O)CN3C(=O)NC4(CCCCC4)C3=O)CC2)c(C)c1	14	-3	-15	0.4	9	2	-5	3.5	2.8	-0.3	7

Further entries follow.
SMILES	PfHsp90 set2	OPRM1-OPRD1 inv	HTR5A inv ctr	MOR-DOR ag	Mot1-301 SUMO	Tat transport	PKA-R2B act	phage Ecoli inh	AddAB inh	Ecoli viability	PKA-R1A activ
CCOc1ccc(CCNC(=O)COC(=O)c2ccc(C)c([N+](=O)[O-])c2)cc1OCC	-34	9	-8	-2.6	-1	0	-8	-1.0	-1.0	0.3	3
C=CCn1c(CC(=O)Nc2cccc(OC)c2)nnc1SCC(=O)NC1CCCCC1	.	-1	2	0.3	8	-3	-5	4.3	0.0	-0.4	0
CCc1cccc(CC)c1NC(=S)NCCc1c(C)[nH]c2ccc(C)cc12	-10	-5	-16	0.9	153	2	-7	4.7	4.6	1.9	-24
CCc1nnc(NC(=O)c2ccc(S(=O)(=O)N3CCCC(C)C3)cc2)o1 (stereo unspecified)	-39	7	-9	-1.2	-1	-12	-5	-2.6	-1.3	-3.1	7
CCOc1ncccc1C(=O)Nc1nnc(C)s1	6	10	3	-1.9	-23	-6	0	5.6	3.1	1.5	2
O=C(CNC(=O)c1ccco1)NCC(=O)OCC(=O)c1ccc(Cl)c([N+](=O)[O-])c1	26	94*	43*	-18	24	-6	-4	1.6	1.5	-3.4	-7
Cc1ccnn1CC(=O)N/N=C/c1ccc2c(c1)OCO2	23	22	14	-4.2	-13	-1	-8	2.0	0.8	-0.1	11
[O-][N+]1=C(c2cccs2)CN(O)C1	12	12	-11	-2.1	-9	1	1	4.3	-0.9	1.1	2
[O-][n+]1onc2c1CCc1c-2nc(-c2ccccc2)n1OCc1ccccc1	-10	3	1	-0.6	.	-2	-2	3.1	0.3	-1.6	3
COc1cc(NC(=O)c2cccs2)c(C(=O)OCC(=O)NC(=O)NCc2ccccc2)cc1OC	-20	0	-20	0.0	-26	-6	9	2.3	1.8	-1.4	3
Cc1c(CN2CCC(n3nccc3NC(=O)c3cccc(F)c3)CC2)cnn1C	8	0	18	-0.1	4	-2	-13	-1.2	-0.2	1.3	-3
COc1cccc(CC(NC(C)=O)C(=O)NC2CCN(S(=O)(=O)c3cccc4ccccc34)CC2)c1 (stereo unspecified)	19	7	5	-1.3	16	3	3	-0.3	1.1	-0.2	-11
Cc1ccccc1N1CC(C(=O)Nc2ccc(S(=O)(=O)N3CCOCC3)cc2)CC1=O (stereo unspecified)	-3	3	-10	-0.4	184	-2	3	0.6	2.7	-0.8	-6
O=C(Nc1cc(Cl)cc2c1-c1ccc(Cl)cc1C2O)C(Cl)Cl (stereo unspecified)	-5	-10	-16	2.4	.	-1	-11	5.3	.	.	1
O=c1oc(-c2ccco2)nc2ccccc12	39	12	-2	-2.2	113	-7	-7	1.1	4.2	1.9	2
Cc1ccc2nc(CSc3nc(C)nc4c3oc3ccccc34)[nH]c2c1	21	-6	-15	1.0	14	0	2	4.3	0.1	-1.8	4
CCOC(=O)c1cccc(NC(=O)CCn2cccc2)c1	-4	21	1	-4.3	6	5	2	1.3	2.4	-0.3	3
CCOC(=O)Cn1nnc(-c2ccc(S(C)(=O)=O)cc2)n1	.	17	-3	-3.2	-14	-3	-2	3.1	1.6	0.2	-13
CC(C)COc1ccc(C(=O)Nc2cc(S(=O)(=O)N3CCOCC3)ccc2N2CCCC2)cc1	-1	4	-2	-0.9	0	-5	-10	3.1	0.1	-0.2	-5
Cc1oc(-c2cc(F)ccc2F)nc1CN1CCCN(C(=O)c2ccco2)CC1	3	5	4	-1.1	-4	-8	2	2.0	1.9	1.1	6
NC(=O)N/N=C/c1cc(F)cc(F)c1	-11	6	8	-1.2	-10	-6	0	-2.8	7.0	0.2	-3
Cc1cc(-c2nnc(SCC(=O)N3C(C)CCCC3C)o2)no1 (stereo unspecified)	-12	17	4	-3.7	10	-5	0	-0.5	-1.8	-0.9	10
O=C(COc1ccc(-c2ccccc2)cc1)N1CCN(C(=O)c2cccnc2)CC1	.	10	-3	-2.2	-12	-5	-7	0.9	0.3	-2.4	11
Cc1cccc(N(CC(=O)NC2CC2)S(=O)(=O)c2ccc(Cl)cc2)c1	17	3	-16	-0.6	1	-7	9	1.4	1.1	2.2	1
CCOc1ccc(NS(=O)(=O)c2cc(C(=O)NCCN3CCOCC3)ccc2C)cc1	31	4	7	-0.8	-1	-2	1	2.2	-0.3	-0.2	12

Remaining list, next part
SMILES	PfHsp90 set2	OPRM1-OPRD1 inv	HTR5A inv ctr	MOR-DOR ag	Mot1-301 SUMO	Tat transport	PKA-R2B act	phage Ecoli inh	AddAB inh	Ecoli viability	PKA-R1A activ
O=CN1CCN(C(=O)CN2C(=O)c3ccccc3C2=O)CC1	5	13	-8	-2.6	-6	-9	-2	1.7	1.6	1.6	4
COc1ccc(C)cc1NC(=O)CC1COc2ccccc2O1 (stereo unspecified)	-1	-3	2	0.5	-11	1	8	3.8	0.4	-0.4	-7
COc1ccc2cc(CN(CCO)C(=O)c3ccccc3F)c(=O)[nH]c2c1	-1	7	4	-1.2	0	-10	-3	3.5	0.4	0.4	-10
C=CCNC(=O)C1CC2c3ccccc3C1c1ccccc12 (stereo unspecified)	-4	13	24	-2.6	275	3	-11	3.0	0.2	1.6	-3
CCCCCCn1c(N2CCC(C(N)=O)CC2)nc2c1c(=O)[nH]c(=O)n2C	14	14	-21	-2.4	.	2	-11	2.2	-0.7	-0.6	2
Cc1ccc2c(c1)C1NC(=S)NC(C)(O2)C1C(=O)Nc1ccc(Cl)cc1 (stereo unspecified)	-28	10	10	-2.0	-1	-4	7	-0.2	-1.3	-0.6	3
CCOC(=O)CNC(=O)c1ccccc1Br	25	14	-3	-3.4	11	1	-8	2.1	-1.6	0.2	10
CCC1(C)Cc2ccccc2-c2nc[nH]c(=O)c21 (stereo unspecified)	-1	-24	-15	4.9	2	3	-8	0.7	1.5	-0.3	-4
O=C(COC(=O)CCc1ccc(S(=O)(=O)N2CCCCC2)cc1)Nc1ccc2c(c1)OCO2	-2	1	-10	-0.2	-10	-6	1	2.6	5.0	-0.3	-18
CCOC(=O)c1ccc(-n2c(C)nc3c(cnn3-c3ccc(Cl)cc3)c2=O)cc1	-15	0	-2	0.1	-4	-9	-7	-0.2	-2.9	-2.0	5

Screening data deposited in PubChem BioAssay by several laboratories.
